Casp7 inh: blocks human caspase-7 allosterically or competitively; P55210; Potency, µM (series often up to 57.5 µM), inactives show at the highest dose activity change, negative = inhibition, most hits filed as inhibitors; AID 889; recombinant caspase-7, Ac-DEVD-AFC fluorescence rate; actives 0.02% (n = 75,000); active = well fitted inhibition curve with a large enough effect in the main read-out, with a control signal flat, not every such curve was filed as active; inconclusive = small, poorly fitted or top-dose-only effect, or a change in a side signal; also: potency is read from the fitted curve at half-maximal effect; % of control where 0% means no effect
Caspase-1 inhib: blocks human caspase-1 allosterically or competitively | Caspase-1 enzyme, Ac-WEHD-AFC fluorogenic rate | Potency, µM (highest dose often 57.5 µM), for the others: at the top dose activity change, negative = inhibition, usual class: inhibitors | actives 0.03% (n = 75,000) | AID 900;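 also: potency is read from the fitted curve at half-maximal effect; plate controls were vehicle for no effect and no substrate for full effect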
Target sequence (P29466 120-297 limits assumed): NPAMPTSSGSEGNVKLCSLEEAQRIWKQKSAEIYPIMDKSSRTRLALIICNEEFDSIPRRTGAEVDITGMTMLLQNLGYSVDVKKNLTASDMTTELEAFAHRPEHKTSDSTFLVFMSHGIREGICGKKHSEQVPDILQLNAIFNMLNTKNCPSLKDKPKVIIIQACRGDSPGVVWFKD
Target sequence (P29466 317-404 limits assumed): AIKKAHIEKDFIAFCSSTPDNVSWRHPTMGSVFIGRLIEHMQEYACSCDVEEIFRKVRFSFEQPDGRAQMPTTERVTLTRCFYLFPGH
BRCT inh red: BRCT-phosphoprotein interaction inhibition (red fluorophore) | P38398 | BRCT-phosphopeptide binding, red fluorescence polarization | Potency, µM (doses to about 76.9 µM), inactives show at the top dose activity change, negative = inhibition, most hits filed as inhibitors | actives 0.03% (n = 75,000) | AID 892; also: % is scaled to controls: 0 for no effect and ±100 for the full control effect
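Rhodamine-labelled pBACH1 10-mer (100 nM) bound to BRCT domain (100 nM) at pH 7.3; compounds incubated 12 min room temperature, polarization read. Free peptide defines full inhibition; unlabelled decapeptide titrated as control.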
HEK293 cAMP ctrl: raises cAMP in parental HEK293 cells, TSHR agonist counter-screen. parental HEK293 CNG cAMP sensor, membrane potential fluorescence. actives 2.5% (n = 73,000). Potency, µM (highest dose often 57.1 µM), without a hit: at the highest dose activation, hits mostly activators; also: potency is read from the fitted curve at half-maximal effect; % of control where 0% means no effect; nearly all actives have a fitted effect of over 55% in size
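Parental HEK 293 cells stably expressing a modified CNG channel (no TSHR) report cAMP rise as membrane depolarization. Membrane potential dye with 100 uM RO 20-1724 was loaded for 60 min at room temperature, then compound added for 30 min; fluorescence read at 590 nm.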
Fluorescein autfl: fluorescein region autofluorescence | Compound autofluorescence, 480/540 nm, fluorescein-equivalent; stronger effect = higher value | max fluorescein-equivalent concentration, M | AID 593 | actives 0.91% (n = 59,000); in the data active = max fluorescein-equivalent concentration above about 10 nM; inconclusive = between about 1.1 nM and that limit
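Tris 100 mM pH 8.0; 15 min RT; CCD read, ex 480/em 540 nm. Output: fluorescein-equivalent concentration per compound concentration, from six-point dye series on each plate.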
4MU fluor: compound fluoresces in the 4-MU spectral region; compound autofluorescence, 340/450 nm, 4-MU equivalents; stronger effect = higher value; max dye-equivalent concentration, M; actives 11% (n = 59,000); in the data active = max dye-equivalent concentration above about 10 nM; inconclusive = mostly about 1.1 nM to 9.6 nM
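Compounds in 100 mM Tris, pH 8.0, sat 15 min at room temperature before fluorescence was read at 340 nm excitation/450 nm emission; a per-plate six-point 4-MU standard curve converted signals to dye-equivalent concentration at each compound concentration.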
USP2a inhib: blocks human ubiquitin-specific protease USP2a | O75604 | USP2a enzymatic assay, qHTS inhibition | Potency, µM (top dose mostly 38.3 µM), inactives show at the highest dose activity change, negative = inhibition, usual class: inhibitors | actives 0.1% (n = 60,000) | AID 927;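 also: potency is read from the fitted curve at half-maximal effect; nearly all actives have a fitted effect of over 60% in size; plate controls were DMSO for no effect and NEM full inhibition control for full effect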
Target sequence (O75604 whole entry, looked up): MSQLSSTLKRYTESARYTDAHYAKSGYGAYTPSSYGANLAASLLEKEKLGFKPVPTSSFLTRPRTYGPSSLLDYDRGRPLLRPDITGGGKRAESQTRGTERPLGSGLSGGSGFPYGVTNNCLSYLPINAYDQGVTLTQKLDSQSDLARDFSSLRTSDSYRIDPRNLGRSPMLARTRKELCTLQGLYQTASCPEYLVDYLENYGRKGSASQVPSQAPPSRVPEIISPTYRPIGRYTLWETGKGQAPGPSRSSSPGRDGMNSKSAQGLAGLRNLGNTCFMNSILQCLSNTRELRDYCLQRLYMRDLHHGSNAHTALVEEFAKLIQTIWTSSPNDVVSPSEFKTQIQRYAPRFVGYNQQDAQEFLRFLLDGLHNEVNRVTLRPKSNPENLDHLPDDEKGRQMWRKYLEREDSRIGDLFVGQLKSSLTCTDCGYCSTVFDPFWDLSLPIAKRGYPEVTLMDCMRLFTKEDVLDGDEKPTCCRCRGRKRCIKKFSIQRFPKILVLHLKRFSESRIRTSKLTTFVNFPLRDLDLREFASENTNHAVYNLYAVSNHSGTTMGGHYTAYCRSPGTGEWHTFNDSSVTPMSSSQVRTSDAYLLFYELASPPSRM
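USP2 core (20 nM final) was preincubated with compound for 30 min at RT in 20 mM Tris-HCl pH 8.0, 2 mM CaCl2, 2 mM beta-mercaptoethanol; Ub-PLA2 (20 nM) plus NBD C6-HPC (20 uM) then added, fluorescence read after 2.5 h.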
Rhodamine fluor: compound fluoresces in the rhodamine spectral region | Rhodamine-region fluorescence, 547/598 nm, Tris buffer; stronger effect = higher value | max dye-equivalent concentration, M | actives 0.05% (n = 59,000); in the data active = max dye-equivalent concentration above about 11 nM; inconclusive = between about 1.1 nM and that limit
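qHTS spectral profiling of compounds without any target or enzyme present, in pH 8.0 Tris buffer; plates were read after a 15-minute room-temperature incubation using the rhodamine-region filter set.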
A350 autofl: A350 region autofluorescence | max dye-equivalent concentration, M | actives 11% (n = 59,000) | Compound autofluorescence, 340/450 nm, Alexa 350 dye-equivalents; stronger effect = higher value | AID 590; in the data active = max dye-equivalent concentration above about 10 nM; inconclusive = mostly about 1.1 nM to 9.6 nM
TexasRed autofl: compound fluoresces in the Texas Red spectral region | Compound fluorescence, Texas Red channel, 547/618 nm; stronger effect = higher value | max dye-equivalent concentration, M | actives 0.06% (n = 59,000) | AID 587; in the data active = max dye-equivalent concentration above about 10 nM; inconclusive = between about 1.1 nM and that limit
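Pin-transferred compounds and Texas Red standards go into 100 mM Tris buffer, pH 8.0. After 15 min at room temperature, plates are imaged with 547/618 nm filters. Each value is a dye-equivalent concentration derived from the per-plate dye curve.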
BRCT PPI green: blocks human BRCA1 BRCT binding to phosphopeptide, green readout. Potency, µM (doses to about 76.9 µM), without a hit: at the top dose activity change, negative = inhibition, actives largely listed as inhibitors. actives 0.05% (n = 75,000). BRCA1 BRCT-phosphopeptide binding, green fluorescence polarization. AID 875;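 also: potency is read from the fitted curve at half-maximal effect; plate controls were peptide without protein for full effect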
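Fluorescence polarization: His-tagged BRCT (~35 kDa BRCA1 C-terminus, 250 nM) bound to 100 nM fluorescein-labeled phosphorylated 10-aa BACH1 peptide, pH 7.3 phosphate buffer with DTT and Tween 20. Compounds incubated 12 min at room temperature; inhibition read as lowered polarization.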
* hit, by the source's call; i = inactive; ? = inconclusive; nt = not tested or not shown; [ ] = dose if it differs, or a comment. Unless noted, calls follow the shape of the dose curve; as a rule, active = well fitted curve in the direction sought with a large enough effect; inconclusive = small, poorly fitted or top-dose-only effect, or another doubt; inactive = no such curve, though single readings can be large; an effect the other way counts as inactive or inconclusive. Some of the compounds tested; rates above refer to the full screens.

compound	Casp7 inh	Caspase-1 inhib	BRCT inh red	HEK293 cAMP ctrl	Fluorescein autfl	4MU fluor	USP2a inhib	Rhodamine fluor	A350 autofl	TexasRed autofl	BRCT PPI green
Fc1ccccc1N1CCN(C(c2cccs2)c2nnnn2CCc2ccccc2)CC1 (stereo unspecified)	-2%	-4%	0.7%	?	?	i	-2%	i	i	i	0.7%
O=C(NCc1ccncc1)c1cccc(F)c1	-1%	2%	0.4%	14%	i	i	2%	i	i	i	0.9%
O=C(O)c1ccc(S(=O)(=O)NC2CCCc3ccccc32)cc1 (stereo unspecified)	0%	1%	-0.7%	-2%	?	i	-6%	i	i	i	-1.0%
COC(=O)c1ccc2c(=O)n(CCCCCC(=O)N3CCN(c4ccccc4)CC3)c(=O)[nH]c2c1	0%	-1%	-0.6%	?	i	?	32%[activator]	i	?	i	-1.2%
COc1ccc(CCNc2oc(COc3ccc(Br)cc3)nc2C#N)cc1OC	-5%	-4%	-1.0%	?	nt	nt	nt	nt	nt	nt	0.8%
N#CC1=C2SCN(c3ccccc3)CN2C(=O)CC1c1cccs1 (stereo unspecified)	-20%	-7%	-0.8%	16%	i	i	10%	i	i	i	0.1%
COc1cc(-c2nn3c(-c4ccco4)nnc3s2)cc(OC)c1OC	nt	nt	nt	nt	i	?	nt	i	?	i	nt
COc1ccc(CC(=O)n2nc(-c3cccnc3)nc2N)cc1	-1%	-1%	1.1%	6%	?	?	6%	i	?	i	-1.6%
N#CC1=C(N)NC(SCC(=O)Nc2ccccc2)=C(C#N)C12CCCC2	2%	-4%	-0.2%	-9%	nt	nt	24%	nt	nt	nt	-1.5%
Cc1ccc(-c2ccc(OCC(=O)N3CCOCC3)cc2)cc1	-3%	0%	-1.1%	21%	i	i	56%[activator]	i	i	i	0.6%
CC1Cc2nc(SCC(=O)NC3CCCCC3)n(C)c(=O)c2S1 (stereo unspecified)	-1%	-2%	1.0%	23%	i	i	23%	i	i	i	-1.5%
Cc1ccc(-c2noc(CCCC(=O)N3CCOCC3)n2)cc1	-1%	2%	0.4%	12%	i	i	11%	i	?	?	-2.9%
CCOC(=O)c1ccc(NS(=O)(=O)c2ccc3c(c2)oc(=O)n3C)cc1	1%	-2%	0.2%	18%	nt	nt	nt	nt	nt	nt	-1.2%
CC(=O)O[C@]1(C(C)=O)CC[C@@H]2[C@@H]3C=C(C)C4=CC(=O)CC[C@@]4(C)[C@H]3CC[C@]21C	1%[25.7 µM]	-1%[25.7 µM]	0.8%[34.4 µM]	26%[25.6 µM]	?	i	22%[17.1 µM]	i	i	i	0.5%[34.4 µM]
O=C(CN1C(=O)CC(c2ccccc2)=Nc2ccccc21)NCc1ccco1	-1%	-1%	2.1%	?	i	i	2%	i	i	i	-4.2%
COc1ccc(C(=O)CSc2nnc(Cn3cnc4ccccc43)o2)cc1	1%	-2%	-0.3%	?	i	i	16%	i	i	i	-0.7%
CS(=O)(=O)N1CCCC(C(=O)NCc2ccco2)C1 (stereo unspecified)	0%	-4%	-0.3%	-27%	i	i	25%	i	i	i	-2.4%
O=C(Cc1c(O)c2ccccc2[nH]c1=O)NC1CCCCCCC1	-3%	-2%	1.8%	10%	?	i	-5%	i	i	i	-0.6%
CCn1nccc1C(=O)Nc1cc(Cl)ccc1Cl	3%	3%	-0.1%	3%	i	i	-1%	i	i	i	-1.2%
COc1ccccc1NC(=O)CSc1nnc(CNC(=O)c2ccco2)o1	-2%	2%	-0.6%	16%	i	i	-9%	i	i	i	1.3%
Cc1sc(NC(=O)c2ccco2)c(C(c2cccnc2)N2CCN(c3ccc(F)cc3)CC2)c1C (stereo unspecified)	-9%	-9%	0.1%	5%	nt	nt	nt	nt	nt	nt	-1.5%
Cn1c2ccc(CC(=O)O)cc2c2cc(CC(=O)O)ccc21	-2%	-2%	-0.9%	14%	nt	nt	3%	nt	nt	nt	-2.6%
COCCn1c(C)cc(C(=O)CSc2ncnc3sc4c(c23)CCC4)c1C	-5%	-2%	-0.4%	21%	i	i	17%	i	i	i	-6.0%
CCOC(=O)C(C)n1cnc2c(oc3ccccc32)c1=O (stereo unspecified)	-1%	-1%	-0.3%	8%	i	i	-1%	i	?	?	-2.3%
CCCc1cc(=O)oc2cc(C)cc(OCC(=O)O)c12	0%	-1%	1.1%	3%	i	9.7e-08M*	1%	i	3.1e-08M*	i	-1.0%

Ordered by molecular weight (descending): three of the compounds above.
compound	Casp7 inh	Caspase-1 inhib	BRCT inh red	HEK293 cAMP ctrl	Fluorescein autfl	4MU fluor	USP2a inhib	Rhodamine fluor	A350 autofl	TexasRed autofl	BRCT PPI green
O=C(O)c1ccc(S(=O)(=O)NC2CCCc3ccccc32)cc1 (stereo unspecified)	0%	1%	-0.7%	-2%	?	i	-6%	i	i	i	-1.0%
Cc1ccc(-c2noc(CCCC(=O)N3CCOCC3)n2)cc1	-1%	2%	0.4%	12%	i	i	11%	i	?	?	-2.9%
COc1ccc(CC(=O)n2nc(-c3cccnc3)nc2N)cc1	-1%	-1%	1.1%	6%	?	?	6%	i	?	i	-1.6%

Following part
compound	Casp7 inh	Caspase-1 inhib	BRCT inh red	HEK293 cAMP ctrl	Fluorescein autfl	4MU fluor	USP2a inhib	Rhodamine fluor	A350 autofl	TexasRed autofl	BRCT PPI green
COC(=O)C1C2C=CC3(CN(c4cccc(C)c4)C(=O)C13)O2 (stereo unspecified)	0%	-1%	1.1%	-3%	i	i	3%	i	i	i	-1.7%
COc1ccc2nc(SCC(N)=O)cc(C)c2c1	-2%	2%	0.8%	7%	?	?	18%	i	?	i	-0.9%
CN1CC(=O)Nc2ccc(F)cc2C1=O	nt	nt	nt	nt	?	i	nt	i	i	i	nt
O=C(NCCCN1CCOCC1)c1ccc(CS(=O)(=O)c2c(Cl)cccc2Cl)o1	-2%	-1%	-1.0%	?	nt	nt	nt	nt	nt	nt	-2.9%
CCC(=O)Nc1ccc(NC(=O)c2ccccc2Cl)nc1	0%	1%	-2.3%	-4%	?	i	-1%	i	i	i	-2.8%
Cc1ccc(OCCCC(=O)Nc2ccc(N3CCOCC3)cc2)c(C)c1	0%	2%	1.1%	17%	?	i	29%	i	i	i	-6.1%
O=C(c1cc(-c2ccc(Cl)cc2)on1)N1CCOCC1	-1%	1%	0.1%	-4%	?	i	-6%	i	i	i	-3.3%
COc1ccc(-c2nc3ccccc3o2)cc1NC(=O)c1ccc(Br)o1	-1%	-3%	-0.3%	?	nt	nt	15%	nt	nt	nt	-1.3%
CCOC(=O)C1CCN(C(=O)c2cn(CCOC)c(=O)c3c2c2ccccc2n3C)CC1	0%	1%	-1.6%	-3%	i	5.8e-07M*	8%	i	6.2e-07M*	i	-0.6%
O=C(Nn1c(=O)[nH]c2ccsc2c1=O)c1ccccc1	1%	-2%	-0.7%	11%	i	i	-1%	i	i	i	-0.8%
COc1ccc(C(=O)Nc2cccc(OC)c2)cc1	-1%	-3%	-0.4%	7%	nt	nt	7%	nt	nt	nt	-2.1%
Cc1csc(C(C#N)C(=O)c2ccncc2)n1 (stereo unspecified)	-1%	0%	-2.1%	8%	?	i	-6%	i	i	?	-1.5%
CCN(CC)C(=O)C1CCN(Cc2ccc(Br)cc2)CC1	0%	-1%	1.5%	8%	?	i	-1%	i	i	i	-1.2%
O=C(CC1(O)C(=O)Nc2cc(Cl)cc(Cl)c21)c1ccncc1 (stereo unspecified)	-2%	-1%	-0.9%	13%	?	4.8e-08M*	-6%	i	4.9e-08M*	i	-0.9%
O=C(CSc1ncnc2c1oc1ccccc12)NCC1CCCO1 (stereo unspecified)	-1%	0%	0.7%	14%	i	i	4%	i	i	i	-0.8%
COCCn1c(=O)c(C)nc2cnc(N3CCN(C)CC3)nc21	-22%	-17%	0.2%	27%	i	8.1e-08M*	-15%	i	9.9e-08M*	i	-1.2%
COC(=O)[C@@]1(Cc2ccc(F)cc2)[C@H]2c3cc(C(=O)N4CCCC4)n(CCc4c[nH]c5cc(F)ccc45)c3C[C@H]2CN1C(=O)c1ccccc1	-8%	-5%	0.9%	7%	nt	nt	nt	nt	nt	nt	27%
COc1ccc(NC(=O)c2cnc3ccccn3c2=O)cc1OC	1%	0%	0.7%	-6%	nt	nt	nt	nt	nt	nt	-0.6%
CCOC(=O)c1c(C)oc2c1c(C(c1ccncc1)N1CCOCC1)c(O)c1ccccc12 (stereo unspecified)	-2%	-2%	-1.1%	-15%	i	i	15%	i	i	?	-0.5%
CCC(=O)N[C@@H]1CC(C(C)(C)NC(=O)CC)CC=C1C (stereo partly specified)	nt	nt	nt	nt	?	i	nt	i	i	i	nt
C=C(C)c1cccc(C(C)(C)NC(=O)NCCCN2CCCC2=O)c1	0%	-2%	-0.1%	10%	i	i	6%	i	i	i	0.4%
CC1(C)Oc2ccc(C(=O)NC3CC3)cc2N(CC(=O)N2CCOCC2)C1=O	-2%	2%	0.6%	-3%	i	i	-3%	i	i	?	-0.3%
CC(=O)Nc1ccc(C2NC(C(=O)O)CCC2C)cc1 (stereo unspecified)	2%[11.5 µM]	-3%[11.5 µM]	-0.1%[15.4 µM]	15%[11.4 µM]	nt	nt	nt	nt	nt	nt	-2.2%[15.4 µM]
O=C1c2ccccc2NC(c2ccco2)N1O (stereo unspecified)	-1%	-3%	0.2%	-3%	nt	nt	-2%	nt	nt	nt	-1.3%
CC1(C)C[C@@H]2C(=O)CCC3O[C@@]3(C)CCC21 (stereo partly specified)	-2%	0%	-0.7%	nt	nt	nt	-10%	nt	nt	nt	-1.6%

From PubChem
